High-throughput results deposited in PubChem by National Center for Advancing Translational Sciences (NCATS).
4-MU autofl: compounds fluorescent in 4-MU spectral region; max dye-equivalent concentration, M; 59,000 tested, 11% active; compound autofluorescence, 340/450 nm, 4-MU equivalents; stronger effect = higher value; AID 589; in the data active = max dye-equivalent concentration above about 10 nM; inconclusive = mostly about 1.1 nM to 9.6 nM
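Intrinsic fluorescence at 340/450 nm (ex/em) was read after 15 min at room temperature in pH 8.0, 100 mM Tris. Each compound concentration expressed as 4-MU-equivalent concentration from a six-point 4-MU standard series on each plate.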
USP2a inhib: inhibitors of human ubiquitin-specific protease USP2a; O75604; USP2a enzymatic assay, qHTS inhibition; Potency, µM (top dose mostly 38.3 µM), for inactives: at the highest dose activity change, negative = inhibition, usual class: inhibitors; 60,000 tested, 0.1% active; AID 927;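 note: potency is the fitted concentration of half-maximal effect; nearly all actives have a fitted effect of over 60% in size; plate controls were DMSO for no effect and NEM full inhibition control for full effect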
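USP2 core (20 nM final) was preincubated with compound for 30 min at RT in 20 mM Tris-HCl pH 8.0, 2 mM CaCl2, 2 mM beta-mercaptoethanol; Ub-PLA2 (20 nM) plus NBD C6-HPC (20 uM) then added, fluorescence read after 2.5 h.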
Caspase-1 inhib: blocks human caspase-1 allosterically or competitively; Potency, µM (highest dose often 57.5 µM), for the others: at the highest dose activity change, negative = inhibition, most hits filed as inhibitors; Caspase-1 enzyme, Ac-WEHD-AFC fluorogenic rate; P29466; 75,000 tested, 0.03% active;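 note: potency is the fitted concentration of half-maximal effect; plate controls were vehicle for no effect and no substrate for full effect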
Casp7 inh: allosteric or competitive inhibitors of human caspase-7 | recombinant caspase-7, Ac-DEVD-AFC fluorescence rate | P55210 | 75,000 tested, 0.02% active | Potency, µM (highest dose often 57.5 µM), inactives show at the top dose activity change, negative = inhibition, actives largely listed as inhibitors | AID 889; active = well fitted inhibition curve with a large enough effect in the main read-out, with a control signal flat, not every such curve was filed as active; inconclusive = small, poorly fitted or top-dose-only effect, or a change in a side signal; note: potency is the fitted concentration of half-maximal effect; % of control where 0% means no effect
HEK293 cAMP ctrl: counter-screen for TSHR agonists: cAMP increase in parental HEK293; AID 938; 73,000 tested, 2.5% active; parental HEK293 CNG cAMP sensor, membrane potential fluorescence; Potency, µM (doses to about 57.1 µM), inactives show at the highest dose activation, usual class: activators; note: potency is the fitted concentration of half-maximal effect; % of control where 0% means no effect; nearly all actives have a fitted effect of over 55% in size
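Parental HEK 293 cells stably expressing a modified CNG channel (no TSHR) report cAMP rise as membrane depolarization. Membrane potential dye with 100 uM RO 20-1724 was loaded for 60 min at room temperature, then compound added for 30 min; fluorescence read at 590 nm.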
A350 autofl: compound fluoresces in the Alexa 350 spectral region; Compound autofluorescence, 340/450 nm, Alexa 350 dye-equivalents; stronger effect = higher value; max dye-equivalent concentration, M; 59,000 tested, 11% active; in the data active = max dye-equivalent concentration above about 10 nM; inconclusive = mostly about 1.1 nM to 9.6 nM
Rhodamine fluor: compound fluoresces in the rhodamine spectral region; AID 594; 59,000 tested, 0.05% active; max dye-equivalent concentration, M; Rhodamine-region fluorescence, 547/598 nm, Tris buffer; stronger effect = higher value; in the data active = max dye-equivalent concentration above about 11 nM; inconclusive = between about 1.1 nM and that limit
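Intensities are converted to rhodamine-equivalent concentration using a six-point rhodamine standard on each plate. Compounds sit 15 min at room temperature in 100 mM Tris buffer, pH 8.0; read uses the 547/598 nm excitation/emission pair.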
BRCT PPI green: BRCA1 BRCT-phosphoprotein interaction inhibition. 75,000 tested, 0.05% active. BRCA1 BRCT-phosphopeptide binding, green fluorescence polarization. Potency, µM (highest dose often 76.9 µM), for the others: top-dose activity change, negative = inhibition, most hits filed as inhibitors. AID 875;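 note: potency is the fitted concentration of half-maximal effect; plate controls were peptide without protein for full effect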
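Fluorescence polarization: His-tagged BRCT (~35 kDa BRCA1 C-terminus, 250 nM) bound to 100 nM fluorescein-labeled phosphorylated 10-aa BACH1 peptide, pH 7.3 phosphate buffer with DTT and Tween 20. Compounds incubated 12 min at room temperature; inhibition read as lowered polarization.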
Texas Red fluor: compound fluoresces in the Texas Red spectral region; Compound fluorescence, Texas Red channel, 547/618 nm; stronger effect = higher value; max dye-equivalent concentration, M; 59,000 tested, 0.06% active; AID 587; in the data active = max dye-equivalent concentration above about 10 nM; inconclusive = between about 1.1 nM and that limit
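qHTS profiling of intrinsic compound fluorescence; 100 mM Tris pH 8.0; 15 min RT; ex 547 / em 618 nm; response expressed as Texas Red dye-equivalent concentration from six-point plate standard.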
Fluorescein fluor: compound autofluorescence in fluorescein spectral region; Compound autofluorescence, 480/540 nm, fluorescein-equivalent; stronger effect = higher value; max fluorescein-equivalent concentration, M; AID 593; 59,000 tested, 0.91% active; in the data active = max fluorescein-equivalent concentration above about 10 nM; inconclusive = between about 1.1 nM and that limit
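Spectral profiling of library compounds in the fluorescein window (480 nm excitation, 540 nm emission) after 15 min at room temperature in pH 8.0 Tris (100 mM). Values are dye-equivalent concentrations.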
BRCT PPI red: inhibitors of human BRCA1 BRCT-phosphoprotein interaction (red fluorophore) | P38398 | 75,000 tested, 0.03% active | Potency, µM (doses to about 76.9 µM), for inactives: at the top dose activity change, negative = inhibition, actives largely listed as inhibitors | AID 892 | BRCT-phosphopeptide binding, red fluorescence polarization; note: % is set by controls: 0 for no effect and ±100 for the full control effect
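Fluorescence polarization: 100 nM His-tagged BRCA1 BRCT with 100 nM TAMRA-labelled phospho-BACH1 decapeptide, phosphate buffer pH 7.3 with 150 mM NaCl, DTT, 0.01% Tween 20; 12 min RT. Binding inhibition seen as FP decrease.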
Active calls of the source: *; i = inactive; ? = inconclusive; . = no result given; & = joins results of further samples; [ ] = another dose, or the depositor's remark. Unless noted, calls come from the whole dose curve; as a rule, active = well fitted curve in the direction sought with a large enough effect; inconclusive = small, poorly fitted or top-dose-only effect, or another doubt; inactive = no such curve, though single readings can be large; an effect the other way counts as inactive or inconclusive.

SMILES	4-MU autofl	USP2a inhib	Caspase-1 inhib	Casp7 inh	HEK293 cAMP ctrl	A350 autofl	Rhodamine fluor	BRCT PPI green	Texas Red fluor	Fluorescein fluor	BRCT PPI red
O=C(NCc1ccc2c(c1)OCO2)C1CC(=O)N(c2ccc(O)cc2)C1 (stereo unspecified)	i	-3%	-1%	0%	-1%	i	i	-2.3%	i	i	-1.0%
O=C(NCc1ccco1)c1ccc(S(=O)(=O)c2cccc(S(=O)(=O)N3CCOCC3)c2)cc1	.	27%	-2%	-1%	6%	.	.	2.1%	.	.	1.0%
CN(Cc1ccco1)C(=O)C1CCC(=O)N1Cc1ccc(F)cc1 (stereo unspecified)	i	5%	0%	-1%	12%	i	i	-3.0%	i	i	-0.6%
O=C(CN(CC1CCCO1)S(=O)(=O)c1ccc(S(=O)(=O)NC2CC2)cc1)Nc1ccccc1 (stereo unspecified)	i	.	-2%	0%	-4%	i	i	1.6%	i	i	-0.6%
COc1ccc(-c2nnc(SCC(=O)N3CCN(c4ccccc4)CC3)o2)cc1OC	.	.	1%	-1%	9%	.	.	-2.7%	.	.	-1.2%
CCCCSc1nc(C)c(CC(=O)O)c(=O)[nH]1	i	.	1%	3%	15%	i	i	-3.0%	i	i	-1.0%
Cn1c(=O)c2c(nc(Br)n2Cc2ccc3ccccc3c2)n(C)c1=O	i	.	.	.	.	i	i	.	i	i	.
CCOCCCNC(=O)Cc1ccc(OC)c(OC)c1	i	4%	-2%	-2%	0%	i	i	-0.3%	i	i	1.4%
CCC(C(=O)OCC(=O)Nc1c(C)n(C)n(-c2ccccc2)c1=O)c1ccccc1 (stereo unspecified)	i	5%	1%	1%	4%	i	i	0.5%	i	i	0.8%
c1ccc2c(-c3nnc4n3CCCCC4)c[nH]c2c1	i	-5%	0%	1%	7%	i	i	-1.9%	i	?	-0.9%
CCOC(=O)C1=C(C)Nc2ccccc2N=C1NC(=O)c1cccc(S(=O)(=O)N(C)C)c1	i	17%	2%	1%	8%	i	i	-0.3%	i	i	-0.7%
O=C(Cn1cnc2ccccc21)Nc1cc(C(F)(F)F)ccc1N1CCOCC1	i	4%	-1%	-8%	?	i	i	1.2%	i	i	-0.9%
CCOc1ccc(N2C(=O)CSC23CCCCC3)cc1	i	-2%	-1%	1%	18%	i	i	-1.0%	i	i	-0.2%
CC(=O)OCC1OC(C#Cc2ccc(Cl)cc2)C=CC1OC(C)=O (stereo unspecified)	.	.	0%&-1%[11.5 µM]	0%&0%[11.5 µM]	-4%&0%[11.4 µM]	.	.	-0.2%&0.7%[15.4 µM]	.	.	0.6%&1.2%[15.4 µM]
O=C(C1CCCCC1)N1CCN=C1SCc1cccnc1	.	.	-1%	-1%	20%	.	.	-2.9%	.	.	-0.2%
CCCCNC(=O)N(C)c1nncnc1C(=O)NC	i	.	.	.	.	i	i	.	i	?	.
OC[C@@H]1O[C@@H](n2cnc3c(SCc4ccccc4)ncnc32)[C@@H](O)[C@H]1O	i	.	0%[11.5 µM]	0%[11.5 µM]	-10%[11.4 µM]	i	i	0.1%[15.4 µM]	i	i	-1.5%[15.4 µM]
CCOC(=O)C1=CC(OC(CC)CC)C(NC(C)=O)C(N)C1 (stereo unspecified)	.	4%	-3%	-2%	.	.	.	-0.7%[3.08 µM]	.	.	0.3%
COc1cccc(-c2csc(N3CCN(S(=O)(=O)c4ccc(F)cc4)CC3)n2)c1	i	198%[activator]	-12%	-24%	0%	i	i	5.0%	?	?	-0.7%
Cc1csc(NC(=O)c2ccccc2O)n1	1.3e-06M*	-21%	-1%	-3%	13%	1.7e-06M*	i	-5.4%	?	?	-3.0%
O=C(c1ccc2c(c1)OCCO2)C1CCN(C(=O)c2ccc(F)cc2)CC1	i	17%	-1%	0%	23%	?	i	1.2%	i	i	-1.4%
COc1ccc(CNC(=O)c2ccc(=O)oc2)cc1OC	i	3%	2%	-1%	0%	?	i	-1.1%	i	?	1.3%
C[C@]1(C(=O)NCCc2c[nH]c3ccccc23)C=C[C@@H](Cc2ccccc2)N1C(=O)c1ccccc1	.	.	-6%	-6%	?	.	.	-3.8%	.	.	-1.0%
CCN(CC)C(=O)C1CCCN(Cc2ccc(F)c(F)c2)C1 (stereo unspecified)	i	1%	2%	0%	14%	i	i	0.0%	i	i	1.3%
COc1ccccc1CNc1ccc(N2CCCCC2)cc1	i	16%	-5%	0%	?	i	i	-0.5%	?	?	-0.1%
COC(=O)[C@H](C)NC(=O)Nc1ccccc1F	?	-10%	0%	1%	-3%	?	i	-1.7%	i	i	0.3%
CC(C)C(=O)Nc1cc2c(cc1C(=O)c1ccccc1)OCCO2	i	1%	-1%	0%	8%	i	i	-1.8%	?	i	-0.7%
O=C1CSC(=O)N1CC(O)COc1ccc(Cl)cc1 (stereo unspecified)	.	-18%[7.66 µM]	1%	1%	3%[11.4 µM]	.	.	-0.2%	.	.	0.2%
O=C(CCC1CCCC1)N1CCN(S(=O)(=O)Cc2ccccc2)CC1	.	10%	0%	0%	11%	.	.	-4.1%	.	.	-0.3%
Cc1nnc(NCc2ccco2)c2ccccc12	i	3%	2%	0%	-9%	i	i	0.7%	?	i	0.7%
CCNC(=O)[C@H]1O[C@H](n2cnc3c(N)nc(NCCc4ccc(CCC(=O)O)cc4)nc32)[C@@H](O)[C@@H]1O	.	.	-1%	-2%	10%	.	.	0.9%	.	.	-1.7%
Clc1ccc2c(NCCNc3ccnc4cc(Cl)ccc34)ccnc2c1	i	.	1%[11.5 µM]	-3%[11.5 µM]	-2%[11.4 µM]	i	i	1.5%[15.4 µM]	i	i	0.2%[15.4 µM]
Cc1nc2ncnn2c(N2CCN(C(c3ccccc3)c3ccccc3)CC2)c1C	i	?	-6%	.	32µM*	i	i	11%	i	?	0.1%
O=C(O)COc1ccc(S(=O)(=O)c2ccc(OCC(=O)O)cc2)cc1	.	-3%[7.66 µM]	-18%	-9%	10%[11.4 µM]	.	.	-0.5%	.	.	-1.7%
CCN1CCCC1CN(Cc1cc2ccc(C)c(C)c2[nH]c1=O)C(=O)Nc1ccccc1OC (stereo unspecified)	i	.	0%	1%	27%	i	i	-1.7%	i	i	-0.6%
O=C1CC(c2ccc(S(=O)(=O)NC3CC3)cc2)CN1 (stereo unspecified)	.	.	2%	-1%	9%	.	.	-4.9%	.	.	-0.4%
CCC1CCCCN1S(=O)(=O)c1ccc(S(=O)(=O)N(Cc2cccs2)C2CC2)cc1 (stereo unspecified)	i	-7%	-4%	-2%	?	i	i	-0.2%	?	i	42%[activator]
Oc1ccc2ccccc2c1C=NCc1c(O)ccc2ccccc12	?	.	-2%[11.5 µM]	0%[11.5 µM]	2%[11.4 µM]	?	i	-0.1%[15.4 µM]	i	i	0.2%[15.4 µM]
COc1ccccc1NC(=O)CSc1nnc(C2CCCCC2)o1	i	1%	-1%	0%	?	i	i	-3.0%	i	i	0.3%
COc1ccccc1N1CCN(CCOc2c(OC)cccc2OC)CC1	i	.	.	.	.	i	i	.	i	i	.
Cn1c(C(=O)NCCN2CCCCCC2)cc2c(=O)n(C)c3ccccc3c21	.	.	-2%	-2%	20%	.	.	2.8%	.	.	-3.4%
CN1CCN(c2ccc(Cl)cc2NC(=O)c2nn(-c3ccccc3)c(=O)c3ccccc23)CC1	i	7%	3%	0%	5%	i	i	-2.5%	?	i	0.3%
Cc1cc(S(=O)(=O)N2CCN(Cc3ccccc3)CC2)c(C)s1	.	.	4%	-3%	20%	.	.	0.3%	.	.	-1.0%
c1ccc(-c2nnc(-c3cccc(-c4nnc(-c5ccccc5)o4)c3)o2)cc1	i	1%	2%	0%	18%	i	i	0.6%	i	i	-1.7%
COC(=O)c1cc(NC(=O)C2CC=CCC2C(=O)O)cc(C(=O)OC)c1 (stereo unspecified)	i	-4%	-3%	0%	3%	i	i	-2.0%	i	i	-1.0%
Cc1cnc(NC(=O)CN(C)S(=O)(=O)c2ccc(Cl)cc2)s1	i	-1%	0%	0%	-16%	i	i	-1.8%	i	?	-0.4%
COC(=O)C1=C(C)N(c2ccc(Cl)c(Cl)c2)C(=O)C1	i	21%	-1%	-2%	8%	i	i	-4.4%	i	i	1.0%
O=c1oc2ccccc2cc1NCc1ccccc1O	.	.	-1%	-2%	10%	.	.	1.4%	.	.	-0.9%
COc1ccc(C(=O)COC(=O)CN2C(=O)NC(C)(C)C2=O)cc1OC	i	3%	4%	-5%	-16%	?	i	0.9%	i	i	-0.2%
C[C@@H](COc1ccc(/C=C\c2ccccc2)cc1)[N+](C)(C)C	i	-16%	0%	1%	14%	i	i	-2.3%	i	?	1.7%

Sorted by SMILES length (rising): some entries from above
SMILES	4-MU autofl	USP2a inhib	Caspase-1 inhib	Casp7 inh	HEK293 cAMP ctrl	A350 autofl	Rhodamine fluor	BRCT PPI green	Texas Red fluor	Fluorescein fluor	BRCT PPI red
O=c1oc2ccccc2cc1NCc1ccccc1O	.	.	-1%	-2%	10%	.	.	1.4%	.	.	-0.9%
C[C@@H](COc1ccc(/C=C\c2ccccc2)cc1)[N+](C)(C)C	i	-16%	0%	1%	14%	i	i	-2.3%	i	?	1.7%
CN1CCN(c2ccc(Cl)cc2NC(=O)c2nn(-c3ccccc3)c(=O)c3ccccc23)CC1	i	7%	3%	0%	5%	i	i	-2.5%	?	i	0.3%

These rows are one share of the data; the hit share may differ from the screen's.
